KKLEB cytotox: counter-screen for CF NF-kB inhibitors: cytotoxicity; KKLEB CF airway cells viability, ATPlite luminescence, overnight; stronger effect = lower value; cells stimulated with P. aeruginosa culture filtrate; activity change (cytotoxicity), % at 5 µM; hit rate 0.36% among 360,000; AID 602141;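 active means corrected activity change at or below -50% at 5 µM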
Shn3 inh set2: reduces Shn3 3'UTR luciferase signal in osteoblasts. inhibition, % at 12.5 µM. Clone20 osteoblast Shn3 3'UTR firefly luciferase, 24 h. hit rate 0.52% among 360,000. AID 588674;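 active means mean inhibition of at least 75% with every replicate also reaching 75%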;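 further: 0% = median of neutral control wells and 100% = pilot-screen positive control compound; some compounds past the cut are filed as inactive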
Peg3 promoter: reduces Peg3 promoter-driven luciferase expression in HeLa; HeLa PEG-Prom luciferase reporter, luminescence, overnight; inhibition, % at 20 µM; hit rate 1.7% among 360,000; AID 588405;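 active means inhibition of at least 50% at 20 µM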
PDI inh: PDI (human) enzyme inhibition. inhibition, % at 10 µM. hit rate 0.052% among 350,000. PDI insulin aggregation turbidity, A650, 90 min. P07237. AID 588391;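 active means mean inhibition across replicates of 30% or more, whatever share of single replicates reach that level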;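 further: absorbance from insulin aggregation driven by PDI reduction with DTT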
Target sequence (P07237 whole entry, looked up): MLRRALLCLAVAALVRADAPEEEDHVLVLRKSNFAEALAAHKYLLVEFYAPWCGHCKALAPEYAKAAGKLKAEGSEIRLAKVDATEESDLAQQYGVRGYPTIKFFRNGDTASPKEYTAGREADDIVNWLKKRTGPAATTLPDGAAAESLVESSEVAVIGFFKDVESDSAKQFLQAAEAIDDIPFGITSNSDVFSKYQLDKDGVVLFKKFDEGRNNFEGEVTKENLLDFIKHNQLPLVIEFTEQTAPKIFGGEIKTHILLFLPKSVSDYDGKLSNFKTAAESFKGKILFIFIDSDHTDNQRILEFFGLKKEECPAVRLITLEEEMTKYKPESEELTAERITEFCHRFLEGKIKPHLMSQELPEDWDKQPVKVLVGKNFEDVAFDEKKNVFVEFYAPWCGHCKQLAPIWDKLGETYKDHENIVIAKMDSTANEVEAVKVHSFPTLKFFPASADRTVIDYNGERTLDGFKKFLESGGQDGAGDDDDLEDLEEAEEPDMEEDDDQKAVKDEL
Vif imaging: blocks HIV Vif function; AID 602346; inhibition, % at 7.49 µM; HEK293T cells, Vif self-association by quenched fluorescence, imaging, 24 h; hit rate 0.35% among 340,000; in the data active means inhibition above about 50%, passing the limit was not always enough; further: some results filed as inactive read as strong as hits
NR2E3 ag-1: NR2E3 (human) agonism | Q9Y5X4 | GST-NR2E3/biotin-RetCOR TR-FRET, 1536-well | inhibition of corepressor binding, % at 4.78 µM | hit rate 0.12% among 320,000 | AID 2300;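 active means percent inhibition above the cutoff of mean plus 3 SD of all tested compounds, set per screening campaign, cut at about 20% in these data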;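 further: 0% = DMSO wells and 100% = biotin wells as full block of FRET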
Target sequence (Q9Y5X4 whole entry, looked up): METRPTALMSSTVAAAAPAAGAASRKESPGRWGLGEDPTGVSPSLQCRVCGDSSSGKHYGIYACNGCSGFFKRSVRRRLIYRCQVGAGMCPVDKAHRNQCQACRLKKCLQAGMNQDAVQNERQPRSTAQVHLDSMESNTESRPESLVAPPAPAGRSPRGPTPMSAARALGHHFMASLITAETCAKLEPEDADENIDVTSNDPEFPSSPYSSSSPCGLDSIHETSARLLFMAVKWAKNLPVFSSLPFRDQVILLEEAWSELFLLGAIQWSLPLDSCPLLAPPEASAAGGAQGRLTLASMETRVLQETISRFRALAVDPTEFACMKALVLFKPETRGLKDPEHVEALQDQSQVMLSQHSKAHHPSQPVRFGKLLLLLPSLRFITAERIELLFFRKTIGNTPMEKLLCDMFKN
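Test system – NR2E3–RetCOR corepressor complex · Quantity – NR2E3 fusion 1.35 nM · Buffer or medium – Tris pH 7.5 · Incubation – Compound–protein incubation for 5 h at 4 °C · Technique – TR-FRET, Eu(K)-anti-GST donor, streptavidin-D2 acceptor, ex 340, em 617/671 nm · Evaluation – percent inhibition of 671/617 nm emission ratio versus biotin and DMSO controls · Plate – 1536-well format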
HIF-2a inh: HIF-2a inhibition; hit rate 0.72% among 360,000; 786-0 RCC cells HIF-2a reporter, luciferase luminescence, overnight; inhibition, % at 18.8 µM; AID 624352;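 active means inhibition of the luminescence signal of 40% or more relative to plate controls, in a single-dose primary screen at 18.75 µM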
CF NFkB block: inhibitors of cystic fibrosis induced NF-kB; KKLEB NF-kB-GFP reporter, PAF-induced, GFP fluorescence overnight; inhibition, % at 5 µM; hit rate 0.86% among 360,000;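 active means at least 50% inhibition at 5 µM, scaled per plate between neutral and stimulator controls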;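 further: PAF is a Pseudomonas aeruginosa culture filtrate used as stimulus; plate controls were PAF-stimulated DMSO wells for no effect and unstimulated DMSO wells for full effect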
NR2E3 ag-2: activates human NR2E3 receptor; AID 602229; inhibition of corepressor binding, % at 3.98 µM; hit rate 0.35% among 360,000; CHO-S Gal4-NCOR/VP16-NR2E3 two-hybrid, luciferase;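 active means inhibition above the mean of all tested compounds plus 3 SD, cut at about 70% in these data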;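 further: 0% = DMSO with NR2E3 transfected cells and 100% = cells lacking NR2E3 construct; higher means lower luciferase signal from less NR2E3 corepressor binding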
TRPM1 prom inh: MITF TRPM1 promoter inhibition in SK-MEL-5 cells; SK-MEL-5 TRPM1 promoter luciferase, 24 h; inhibition, % at 12.5 µM; hit rate 0.83% among 330,000;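 active means mean inhibition across replicates of 60% or more, whatever share of single replicates reaches that level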; further: values of inactives mirror those of a sister screen read the other way
CaV13 FRET inh: Disruptors of the CACNA1D IQ motif to Ca2+-dependent inactivation inhibitor domain association, primary screening, Förster resonance energy transfer in intact living … | HEK cells, CFP/YFP FRET ICDI-IQ, plate reader, 10 min; percent FRET-ratio fall versus neutral wells | inhibition, % at 12.3 µM | hit rate 0.098% among 340,000;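 active means mean replicate inhibition of at least 30% and at least 1% of replicates passing that level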;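 further: 0% = median of the neutral control wells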
Numbers without * were called inactive; nt = no result given.

SMILES	KKLEB cytotox	Shn3 inh set2	Peg3 promoter	PDI inh	Vif imaging	NR2E3 ag-1	HIF-2a inh	CF NFkB block	NR2E3 ag-2	TRPM1 prom inh	CaV13 FRET inh
CCOC(=O)c1c(C)sc2c1N(C(=O)CN1CCOCC1)c1cc(Cl)ccc1S2	2	21	31	8	1	1	33	10	4	1	nt
CC1(Oc2ccc(Cl)cc2)CCN(Cc2cccn2-c2nccs2)C1 (stereo not drawn)	1	5	6	12	-2	nt	5	6	-47	nt	-8
CCOCCCNC(=O)CCn1nc(-c2ccc(Cl)cc2)ccc1=O	3	6	-7	-3	-5	1	3	-14	-8	12	-17
COc1ccccc1N(CC(=O)N(c1ccccc1)C(C)C)S(=O)(=O)c1cccs1	-8	15	21	-3	-3	3	6	5	-6	9	-6
CCN1C(=O)[C@@H]2[C@@H](c3ccc(-c4ccc(OC)cc4)cc3)N3CCCC[C@@]3(C(=O)OC)[C@@H]2C1=O	-1	3	8	-1	0	5	3	3	1	12	-8
COc1ccc(C(=O)CCS(=O)(=O)c2ccc(C)cc2)cc1	-6	-11	7	3	37	-6	5	4	4	3	-7
COc1cccc(-c2cnc(C(O)c3cc(C)ccc3C)[nH]2)c1 (stereo not drawn)	-11	-9	7	6	17	nt	8	-6	17	nt	-9
O=C1N/C(=N/c2ccccn2)SC1Cc1ccccc1 (stereo not drawn)	10	-3	-3	3	10	1	10	7	1	7	nt
COCOc1ccc(-c2ncc(OCCN3CCCC3=O)nc2NC(=O)c2cc3ccccc3s2)cc1	-1	12	-2	-4	4	nt	7	-31	-5	nt	-7
Cc1nn(Cc2ccc(F)cc2)c2sc(C(=O)Nc3ccccc3N3CCOCC3)cc12	-5	5	16	2	1	4	1	-1	-1	-3	-3
Cc1cnc(C(=O)N2CCCC(C(=O)c3ccc(C(C)(C)C)cc3)C2)cn1 (stereo not drawn)	-14	27	6	2	-3	2	-8	13	15	-6	-5
CCOC(=O)c1sc(=S)n(Cc2ccccc2)c1C	7	-4	0	7	-5	0	2	-7	-11	-9	-4
Cn1c(Nc2ccc(Cl)cc2F)nc2cc(-c3ccccc3)sc2c1=O	-12	-4	-13	-8	0	nt	-28	-3	17	nt	-9
CCOc1cc(C(=O)OCC(=O)Nc2ccc(Cl)cn2)ccc1OCC(=O)N1CCOCC1	16	-6	12	-6	-9	-1	23	4	-6	-6	-14
Cc1c(C(=O)Nc2nccs2)oc2c(Cl)cccc12	-3	-15	-48	1	-19	3	-22	-15	-46	-5	-7
O=C(N/C(=C/c1ccc(F)cc1)C(=O)N1CCOCC1)c1ccco1	5	2	13	-6	-1	nt	11	-5	5	nt	-12
Cc1ccc2c(c1)C1CN(C)CCC1N2S(=O)(=O)c1ccccc1F (stereo not drawn)	-5	-9	2	6	-2	4	8	-3	-15	-5	-5
CCN(CC)S(=O)(=O)c1ccc(N2CCN(S(=O)(=O)c3ccccc3C#N)CC2)nc1	-11	19	25	0	-19	1	24	10	3	16	-1
CCC(=O)N1CCc2cc(S(=O)(=O)NC(Cc3ccccc3)C(=O)NC3CCCCC3C)ccc21 (stereo not drawn)	3	-17	11	5	3	-4	9	-2	8	-5	nt
CCOC(=O)C1(C)NC(c2ccco2)C2C(=O)N(C)C(=O)C21 (stereo not drawn)	4	-4	4	4	-2	0	-3	-12	10	0	-6
O=C(Cn1c(=O)n(-c2ccc(F)cc2)c(=O)c2sccc21)c1ccccc1	6	11	-7	-4	8	-2	17	0	-3	-12	-8
Cc1ccc(NC(=O)OCCNC(=O)c2ccncc2)cc1	-5	-25	-66	4	-2	3	-75	6	-8	-22	5
COCCCNC(=O)c1ccc(CSCc2ccc(C)cc2)o1	13	1	0	-1	6	-2	6	-5	-26	12	-18
Cc1c(CN2CCC(C(=O)Nc3ccc(Oc4ccccc4)nc3)CC2)cnn1C	-10	-16	15	-1	-2	-3	10	-4	-8	17	-3
CCOc1ccc(N/C=C/C(=O)c2ccc(OC)cc2)cc1	6	-64	-124	10	3	2	-68	-8	13	-38	-10
Cc1cc(C)n(S(=O)(=O)Cc2ccccc2)n1	-9	-13	-7	-1	0	1	17	16	10	-5	-7
Cc1ccc2[nH]c3ccccc3c(=O)c2c1	8	13	-111	8	-2	-1	-157	-48	-17	-35	34*
Cc1sc2ncn(CC(=O)N3CCCCC3)c(=O)c2c1S(=O)(=O)N1CCC(C)CC1	-3	4	4	-1	11	5	2	16	-8	6	-3
O=C(CN1C(=O)NC(Cc2ccccc2)(Cc2ccccc2)C1=O)NCC1CCCCC1	-5	46	11	4	2	3	14	8	19	-1	-5
COc1ccc(C2(CNC(=O)c3cc([N+](=O)[O-])cc([N+](=O)[O-])c3)CCCC2)cc1OC	-4	5	-3	-8	nt	1	16	9	-34	14	-2
Cc1ccc(C(=O)CCC(=O)Nc2cccc(C)c2)cc1	-5	8	6	-1	-6	nt	12	-12	-11	4	17
Cc1ccc(S(=O)(=O)CCC(=O)c2cccc([N+](=O)[O-])c2)cc1	5	7	110*	3	-6	2	37	0	11	19	-2
COc1ccc(-c2c(C)nn3c(N)c(C#N)cnc23)cc1OC	-8	-3	31	2	-14	0	34	2	-2	-1	-2
CCN(CC(=O)NCc1ccc(Cl)cc1)C(=O)CCc1ccccc1O	6	-5	5	2	-13	1	15	3	-10	-3	-2
Cc1ccc(-c2noc(CCC(=O)Nc3ccccc3C)n2)cc1	1	7	-10	9	3	-2	-17	-10	3	-3	-4
c1ccc(COc2ccccc2CNc2nn[nH]n2)cc1	-9	-21	5	3	nt	0	7	-10	-7	-1	-6
COc1ccc(CCNC(=O)COc2ccc(S(=O)(=O)NC3CCCCC3)cc2Cl)cc1	2	17	37	-4	-22	1	11	4	-26	22	nt
COc1ccc([C@H]2C[C@@H](n3cc(COC(=O)c4ccccc4)nn3)[C@H](O)CN2C(=O)C2CCCCC2)cc1	2	-17	26	-7	5	nt	23	-5	-33	nt	-6
Cn1c(C(=O)NCc2ccccc2)cc2oc3ccccc3c21	3	-17	-208	1	-4	-4	-330	-21	-82	-40	-5
Cc1ccccc1-c1nc(CN2CCC(C(=O)NCCCN3CC(C)CC(C)C3)CC2)c(C)o1 (stereo not drawn)	-13	2	12	1	-7	-1	16	10	27	-4	-5
CCOC1=CC(=O)N(Cc2ccccc2)C1	4	-44	16	0	-3	0	12	-12	-34	8	-4
O=C(COC(=O)c1cc[n+]([O-])cc1)Nc1ccc([N+](=O)[O-])cc1Cl	-3	0	4	-1	2	-3	11	-25	-31	6	0
COc1ccc([C@H]2CC(=O)C=C(c3ccc(OC)cc3OC)C2)cc1	-12	-11	-144	-3	55*	5	-148	29	-5	-4	-4
COC(=O)C1=C(C)N=C2SCCC(=O)N2C1c1cc(Br)ccc1OC (stereo not drawn)	-3	-1	18	2	-3	0	12	-3	-9	1	-7
CCOc1cc2[nH]c(=S)n(CCN3CCCCC3C)c(=O)c2cc1OCC (stereo not drawn)	-8	-2	9	-3	7	0	17	-4	4	-7	-4
Cc1cnc(C(=O)OCC(=O)c2c[nH]c3ccccc23)cn1	-1	1	16	1	3	3	15	19	2	23	-3
Cc1ccc(C)c(OCc2cc(C(=O)N3C[C@@H](C)O[C@@H](C)C3)no2)c1	9	-74	-301	3	1	-1	-247	-9	-110	-127	-2
COc1ccc(N2CCN(C3CCCN(Cc4cccc(C)c4)C3)CC2)cc1 (stereo not drawn)	6	-9	12	0	-7	6	5	-2	-13	-4	-2
CCOc1ccccc1C(=O)N[C@H](C(=O)NCc1ccccc1)C(C)C	11	-19	11	-1	12	1	16	1	-22	10	-7
O=C(O)CC1SC(=O)N(CC(=O)c2ccccc2)C1=O (stereo not drawn)	-11	-6	8	6	25	-1	12	-7	-12	-5	-7

The listing continues.
SMILES	KKLEB cytotox	Shn3 inh set2	Peg3 promoter	PDI inh	Vif imaging	NR2E3 ag-1	HIF-2a inh	CF NFkB block	NR2E3 ag-2	TRPM1 prom inh	CaV13 FRET inh
CCOC(=O)C1=C(O)C(=O)NC(c2ccccc2)=C(OCC)C1	-6	-15	0	7	10	2	-19	9	0	6	-10
O=C(Cc1cccc(NC(=O)C2CCCN(C(=O)CCc3ccccc3)C2)c1)Nc1ccc(C(=O)N2CCOCC2)cc1 (stereo not drawn)	8	-21	-1	-1	nt	nt	5	6	-14	0	-3
CC(=O)Nc1ccc(NC(=O)c2nc(-c3ccccc3)oc2C)cc1	6	-6	15	-4	-2	0	11	-3	-1	-5	-6
COc1ccc(OC)c(/C=C/C(=O)N2CCCc3ccccc32)c1	4	0	-57	-3	-8	3	-87	-12	-27	-35	4
COc1ccc(CNC(=O)C2CCN(S(=O)(=O)c3ccccc3)CC2)cc1	-19	-6	-2	6	nt	2	6	11	12	8	-4
CC(C)Oc1ccc(C(=O)NN2C(=O)NC3(CCCCC3)C2=O)cc1	18	-27	-47	-6	10	2	-8	-13	7	-8	-6
Cn1ncc([N+](=O)[O-])c1C(=O)Nc1nc2ccccc2n1CCN1CCCCC1	-4	13	11	3	-7	4	11	5	13	-11	-5
CC1(C)CC(=O)C=C(Nc2ccc(OCC(F)(F)C(F)F)cc2)C1	2	-6	9	3	-6	0	-7	-1	-6	2	-5
CCC1CCCCN1C(=O)COC(=O)c1cc2ccccc2cc1O (stereo not drawn)	-8	-5	-91	0	0	-4	-27	-4	-28	-35	nt
C=CCn1c(SCc2c(Cl)cccc2Cl)nnc1-c1cccnc1	9	-1	12	-1	4	2	24	8	-2	1	-8

The last 3 compounds of the section before are carried over, then new ones follow:
SMILES	KKLEB cytotox	Shn3 inh set2	Peg3 promoter	PDI inh	Vif imaging	NR2E3 ag-1	HIF-2a inh	CF NFkB block	NR2E3 ag-2	TRPM1 prom inh	CaV13 FRET inh
CC1(C)CC(=O)C=C(Nc2ccc(OCC(F)(F)C(F)F)cc2)C1	2	-6	9	3	-6	0	-7	-1	-6	2	-5
CCC1CCCCN1C(=O)COC(=O)c1cc2ccccc2cc1O (stereo not drawn)	-8	-5	-91	0	0	-4	-27	-4	-28	-35	nt
C=CCn1c(SCc2c(Cl)cccc2Cl)nnc1-c1cccnc1	9	-1	12	-1	4	2	24	8	-2	1	-8
Oc1cccc2ccc(/C=C/c3ccccc3Cl)nc12	-1	-10	-199	-5	-4	-3	-245	-2	-113	-6	-4
COc1ccccc1C(=O)C1CCCN(C(=O)C2=CC(=O)CC(C)(C)O2)C1 (stereo not drawn)	-2	-3	-14	4	2	-1	3	-12	-3	5	-4
NC1=NS(=O)(=O)NC1c1ccc(Cl)cc1 (stereo not drawn)	1	6	16	9	-8	0	8	-13	10	-4	-5
CC(C)Cn1c(C(C)NC(=O)Cc2ccccc2)nc2ccccc21 (stereo not drawn)	12	-15	5	nt	-18	5	-8	11	-11	7	-8

Source: PubChem
